Bioassay records (PubChem)
RGS4 inh: inhibitors of human RGS4. P49798. HEK293 M3R/RGS4 inducible, Fluo-4 calcium flux; stronger effect = higher value; triggered by carbachol at its EC20. B-score at 10 µM. 310,000 compounds, 0.45% hits;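 active means B-score, a plate-corrected calcium signal, over three deviations above library mean, with baseline fluorescence within five deviations of library mean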;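 further: RGS4 expression induced by doxycycline in cells with stable M3 receptor; B-score is computed from the integrated fluorescence ratio over baseline after carbachol; higher B-score means a larger calcium signal and so more RGS4 inhibition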
KCNQ1 inh: blocks the human KCNQ1 potassium channel; CHO-K1 KCNQ1, FluxOR thallium flux fluorescence; stronger effect = higher value; AID 2642; B-score at 10 µM; 310,000 compounds, 1.3% hits; P51787;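 active means compounds whose thallium flux B-score, printed positive for inhibition, exceeds three library SD while starting fluorescence stays within three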;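 further: channel opened by potassium depolarization with thallium stimulus after 20 min compound exposure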
KCNK3 block: human KCNK3 channel inhibition, primary screen. CHO-KCNK3 thallium flux, FluxOR fluorescence; stronger effect = lower value. B-score at 10 µM. 340,000 compounds, 0.84% hits. O14649;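 active means B-score under library mean minus 4 SD, starting fluorescence ratio at most library mean plus 5 SD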;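 further: more negative B-score means stronger inhibition of thallium flux through KCNK3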
hERG rescue: hERG (human) protection from proarrhythmic block; Q12809; CHO-hERG, FluxOR thallium flux, dofetilide IC70 present; activation (rescue from dofetilide block), less the hit threshold, % at 10 µM; 310,000 compounds, 0.51% hits;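 active means activation above the mean of controls blocked by dofetilide plus 5 SD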;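 further: thallium influx through hERG after potassium depolarization seen as dye fluorescence rise; in these data hits start at about 4.7%; inactives centre near -7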
KCNQ1 act: human KCNQ1 channel potentiation or activation | P51787 | CHO-K1 KCNQ1, thallium flux FluxOR fluorescence; stronger effect = higher value | B-score at 10 µM | 310,000 compounds, 0.35% hits | AID 2648;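 active means fluorescence ratio B-score, a plate-corrected score, at least three library SD, with initial intensity B-score within 5 SD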
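Doses: Single concentration per compound, DMSO matched to controls | Test system: KCNQ1-transfected CHO-K1 cells | Timing: 90 min dye loading and 20 min compound exposure, both at room temperature | Measured by: Kinetic FluxOR thallium fluorescence, 10-s 1-Hz baseline, 110-s post-stimulus read | Medium: Assay buffer with matched DMSO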
MrgX1 allo act: human MrgX1 positive allosteric modulation, primary screen. MrgX1-HEK293, Fluo-4 calcium flux, FDSS; stronger effect = higher value. 310,000 compounds, 0.63% hits. B-score at 10 µM. AID 588675. Q96LB2;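 active means plate-corrected calcium response at least 3 library SD above typical, normal starting fluorescence, not activating the receptor alone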;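 further: compound read alongside a low EC10 to EC30 dose of BAM8-22 agonist; peak minus trough fluorescence over baseline measured at the second addition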
MrgX1 agonist: agonists of human MrgX1 receptor. MrgX1-HEK293 cells, Fluo-4 calcium fluorescence, agonist mode; stronger effect = higher value. B-score at 10 µM. 310,000 compounds, 0.44% hits;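 active means calcium response B-score plate-corrected fluorescence ratio at least 3 library SD, with starting fluorescence B-score inside 5 SD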
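Test system: HEK293 cells stably expressing human MrgX1 receptor; amount: 15,000 cells per well; doses: compound delivered in addition one of three; times: overnight plating before 1 h dye loading; detection: Fluo-4 NW calcium-flux fluorescence, kinetic read; read-out basis: B-scored fluorescence response ratio; controls: positive and negative controls per plate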
TMEM16A act: activates or potentiates the mouse TMEM16A chloride channel; Q8BHY3; HEK293 TMEM16A/YFP-H148Q/I152L, iodide quench fluorescence; stronger effect = lower value; B-score at 10 µM; 340,000 compounds, 0.3% hits; AID 623877;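 active means fluorescence-ratio B-score plate-corrected deviation score at least 3 library SD below zero, with starting fluorescence score within 5 deviations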;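 further: channel opened by trigger with iodide after compound preincubation; score built on the fluorescence ratio of max minus min over baseline; more negative score means more quench and so TMEM16A activation or potentiation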
Target sequence (Q8BHY3 whole entry, looked up): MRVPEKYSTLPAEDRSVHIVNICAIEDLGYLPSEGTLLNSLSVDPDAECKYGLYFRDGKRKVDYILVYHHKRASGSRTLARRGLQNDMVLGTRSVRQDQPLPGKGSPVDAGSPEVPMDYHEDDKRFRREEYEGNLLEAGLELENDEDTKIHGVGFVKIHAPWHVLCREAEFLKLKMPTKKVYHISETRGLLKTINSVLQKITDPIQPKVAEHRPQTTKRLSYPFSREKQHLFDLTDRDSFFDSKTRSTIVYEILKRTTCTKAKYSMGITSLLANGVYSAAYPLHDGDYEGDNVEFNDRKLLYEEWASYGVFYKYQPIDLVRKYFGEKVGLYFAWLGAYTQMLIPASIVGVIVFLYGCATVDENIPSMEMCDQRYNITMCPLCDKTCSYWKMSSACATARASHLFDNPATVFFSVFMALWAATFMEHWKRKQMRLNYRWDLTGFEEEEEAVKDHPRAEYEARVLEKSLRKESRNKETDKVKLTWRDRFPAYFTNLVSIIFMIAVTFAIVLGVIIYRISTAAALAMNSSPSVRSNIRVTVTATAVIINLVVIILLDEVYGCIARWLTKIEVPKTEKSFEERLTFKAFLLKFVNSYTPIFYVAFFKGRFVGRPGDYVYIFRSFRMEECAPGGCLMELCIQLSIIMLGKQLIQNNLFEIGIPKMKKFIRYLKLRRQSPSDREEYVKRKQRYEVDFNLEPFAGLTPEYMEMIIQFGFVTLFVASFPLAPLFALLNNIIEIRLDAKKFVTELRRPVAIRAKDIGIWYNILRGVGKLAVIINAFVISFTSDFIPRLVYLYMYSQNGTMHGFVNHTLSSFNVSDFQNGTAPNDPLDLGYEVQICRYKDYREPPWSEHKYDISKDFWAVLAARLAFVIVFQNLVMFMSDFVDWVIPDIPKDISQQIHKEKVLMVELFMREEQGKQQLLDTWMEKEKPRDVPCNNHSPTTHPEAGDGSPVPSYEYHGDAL
KCNK9 inh: blocks the human KCNK9 two-pore domain potassium channel; Q9NPC2; HEK293 KCNK9, FluxOR thallium flux fluorescence; stronger effect = lower value; B-score at 10 µM; 310,000 compounds, 1.2% hits; AID 488922;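 active means ratio B-score over 3 SD below the library mean, with starting fluorescence within 5 SD of its mean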;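 further: negative B-score means less thallium flux so channel inhibition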
TMEM16A inh: mouse TMEM16A channel inhibition, primary screen; Q8BHY3; HEK293 TMEM16A/YFP iodide influx fluorescence, ionomycin; normalized B-score (activity score, 25-100; higher = stronger inhibition) at 10 µM; 310,000 compounds, 1.2% hits; AID 588511;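 active means ratio plate-corrected score three or more library SD toward inhibition, starting fluorescence score within five deviations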;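 further: score derived from kinetic fluorescence span divided by baseline fluorescence per well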
RGS4 act: RGS4 potentiation or activation; HEK293 M3R/inducible RGS4, carbachol calcium flux Fluo4; stronger effect = lower value; B-score at 10 µM; 310,000 compounds, 0.92% hits; AID 463111;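 active means B-score of the integrated calcium signal more than 4 SD below the library mean, with starting fluorescence not abnormally high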;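 further: negative B-score means reduced calcium response which marks RGS4 activation or potentiation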
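Also added: carbachol at ECmax as muscarinic agonist stimulus; Assay system: HEK293 cells with stable M3R and inducible RGS4; Timing: overnight RGS4 induction, 30 min dye load 37 °C, 20 min compound RT; Measured by: Fluo4-AM (2 µM) calcium-flux fluorescence, kinetic read.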
The depositor's hits bear a star; i = inactive; . = no result given. The order is random; overall some 6.3% were active at least once.

structure | MrgX1 allo act | TMEM16A inh | MrgX1 agonist | KCNK9 inh | TMEM16A act | RGS4 act | KCNQ1 inh | KCNQ1 act | KCNK3 block | hERG rescue | RGS4 inh
CC(C)[C@H](NC(=O)c1ccco1)C(=O)OCC(=O)N(C)c1ccccc1 | i | i | i | i | i | i | i | i | i | -8 | i
C/C(=N\NC(=O)c1cccc(C)c1)c1ccc(N2CCOCC2)cc1 | i | i | i | i | i | i | i | i | i | -5 | i
COc1ccc(C(=O)N2CCCC(c3nc(-c4cccs4)no3)C2)cc1 (centres undefined) | i | 25* | i | i | i | i | i | i | i | -10 | i
O=S(=O)(c1ccc(F)cc1)N1CCC2(CC1)OCCO2 | i | i | i | i | i | i | i | i | i | -7 | i
COc1ccc(C(=O)NC(=S)NCC2CCCO2)cc1 (centres undefined) | i | i | i | i | i | i | i | i | i | -8 | i
CSc1ccc(CN2CCC(Oc3ccc(C(=O)N4CCCC4)cc3)CC2)cc1 | i | i | i | i | i | -8.5* | i | i | i | -8 | i
c1ccc(CSc2nc3ccccc3[nH]2)cc1 | i | i | i | i | i | i | i | i | i | -3 | i
COc1ccccc1CNc1ccc(Br)cn1 | i | i | i | i | i | i | i | i | i | -3 | i
COc1ccccc1NC=C1C(=O)OC(C)(C)OC1=O | i | i | i | i | i | i | i | i | i | -13 | i
O=C(Nc1ccc(F)cc1)C(Cc1ccccc1)n1cccc1 (centres undefined) | i | i | i | i | i | i | i | i | i | -18 | i
Cc1ccc(-c2nn(C)c(=O)c3ccccc23)cc1CNS(C)(=O)=O | i | i | i | i | i | i | i | i | i | -7 | i
O=C(Nc1cc([N+](=O)[O-])ccc1O)c1ccc2c(c1)C(=O)N(Cc1ccco1)C2=O | i | i | i | i | i | i | i | i | i | -19 | i
Cc1ccccc1P(=O)(CO)c1ccccc1C | i | i | i | i | i | i | i | i | i | 0 | i
CC(C)Oc1ccc(C(=O)CCN2CCCCC2)cc1 | i | i | i | i | i | i | i | i | i | -10 | i
CC(=O)Nc1c([N+](=O)[O-])cc2[nH]c(=O)[nH]c2c1[N+](=O)[O-] | i | i | i | i | i | i | i | i | i | -3 | i
Cc1cc(=O)oc2c1c(C)nn2-c1cccc(Cl)c1 | i | i | i | i | i | i | i | i | i | -7 | i
Cc1ccc(N2CC(C(=O)Nc3ccncc3)CC2=O)cc1 (centres undefined) | i | i | i | i | i | i | i | i | i | -3 | i
CCOC(=O)N1CCC(NC(=O)C(NS(=O)(=O)c2cccc3nsnc23)c2ccccc2)CC1 (centres undefined) | i | i | i | i | i | i | i | i | i | -1 | i
CCN(CC)S(=O)(=O)c1cccc(-c2nnc(SCC(=O)c3cc(C)n(C4CC4)c3C)o2)c1 | i | i | i | i | i | i | i | i | i | -16 | i
O=C(NCCCO)c1ccc2[nH]c3c(c2c1)CCCC3 | i | i | i | i | i | i | i | i | i | -5 | i
Cn1ccnc1-c1nnn(-c2ccc(Cl)c(Cl)c2)n1 | i | i | i | i | i | i | i | i | i | -5 | i
Cc1ccc(/C=C2/SC(=S)N(CCC(=O)N3CCN(c4ccccc4)CC3)C2=O)cc1 | . | . | . | i | . | i | i | i | . | -11 | i
CC(Sc1ccsc1[N+](=O)[O-])C(=O)NCc1ccccc1 (centres undefined) | i | i | i | i | . | i | i | i | . | -1 | i
C[C@H](NS(=O)(=O)c1ccc(Cl)c(Cl)c1)C(=O)OCc1cc(=O)n2cc(Br)ccc2n1 | i | i | i | i | i | i | i | i | i | -14 | i
Cc1ccc(-c2cc(C(=O)Nc3ccc(S(=O)(=O)Nc4onc(C)c4C)cc3)c3ccccc3n2)cc1 | i | i | i | i | i | i | i | i | i | -26 | i
CN(Cc1nc2ccccc2c(=O)[nH]1)c1ccccc1 | i | i | i | i | i | i | i | i | i | -12 | i
Cc1nc(NC(=O)C2CCCCC2C(=O)O)sc1C (centres undefined) | i | i | i | i | i | i | i | i | i | -1 | i
O=C(CCn1c(=O)c2cccn2c2cccnc21)N1CCN(c2cccc(Cl)c2)CC1 | i | i | i | i | i | i | i | i | i | -12 | i
CC(C)c1cc(NC(=O)CSc2nnc(-c3ccccc3F)n2C)on1 | i | i | i | i | i | i | i | i | i | -8 | i
Cc1nc2ccc(S(=O)(=O)NC(C(=O)NC3CCCC3)C(C)C)cc2s1 (centres undefined) | i | i | i | i | i | i | i | i | i | 2 | i
COCCNC(=S)N(CCc1c(C)[nH]c2ccc(C)cc12)Cc1cc(OC)c(OC)c(OC)c1 | i | i | i | i | i | i | i | i | i | -6 | i
COc1cc(C(=O)N/N=C/c2ccc(OC(=O)c3ccccc3Cl)cc2)ccc1O | i | i | i | i | i | -11* | i | i | i | -24 | i
CCC(=O)N(Cc1cc2ccccc2[nH]c1=O)c1ccc(OC)cc1 | i | i | i | i | i | i | i | i | i | -16 | i
Cc1nn(CCCC(=O)Nc2ccccn2)c(C)c1[N+](=O)[O-] | i | i | i | i | i | i | i | i | i | -14 | i
Cc1c(N=Nc2ccc(N(C)C)cc2)c(=O)n(-c2ccccc2)n1C | . | . | . | i | i | i | i | i | i | -12 | i
CNC(=O)C1CCN(S(=O)(=O)c2c(C)noc2/C=C/c2ccc(OC)cc2)CC1 | i | i | i | i | i | i | i | i | i | -11 | i
O=C(NCC(O)COc1ccc([N+](=O)[O-])cc1)Nc1ccccc1 (centres undefined) | i | i | i | i | i | i | i | i | i | -4 | i
O=C(CCn1c(=O)sc2ccccc21)Nc1nccs1 | i | i | i | i | i | i | i | i | i | -11 | i
COC(=O)CSC1=C(C#N)C(c2ccccc2F)CC(=O)N1 (centres undefined) | i | i | i | i | i | i | i | i | i | -5 | i
Cc1ccc(N(C(=O)CNC(=O)c2ccco2)C(C(=O)NC2CCCC2)c2cccnc2)c(C)c1 (centres undefined) | i | i | i | i | i | i | i | i | i | -8 | i
COCCn1nnnc1C(CC(C)C)N1CCN(C(=O)c2ccco2)CC1 (centres undefined) | . | . | . | i | i | i | i | i | i | -2 | i
COc1ccc(CNC(=O)C2CCN(S(=O)(=O)N3CCCCC3)CC2)c(OC)c1 | i | i | i | i | i | i | i | i | i | -7 | i
CC1(C)C2CC=C(/C=N/NC(=S)Nc3cccnc3)C1C2 (centres undefined) | i | i | i | i | i | i | i | i | i | -4 | i
CC(C)C[C@@H](CSc1ccc(Br)cc1)N1CCN(C)CCC1=O | i | i | i | i | i | i | i | i | i | -13 | i
CC(Nc1c[nH]c(=O)[nH]c1=O)c1ccccc1 (centres undefined) | i | i | i | i | i | i | i | i | i | -5 | i
COc1ccc(CCN2C(=O)CN(Cc3ccccc3)CC2=O)cc1OC | i | i | i | i | i | i | i | i | i | -9 | i
CC(C)(C)c1ccc(OCC(=O)NCCN2CCOCC2)cc1 | i | i | i | i | i | i | i | i | i | -4 | i
Cc1ccccc1C(=O)N1CCN(c2ncnc3c2cnn3-c2ccccc2)CC1 | i | i | i | i | i | i | i | i | i | -8 | i
COc1ccc(-n2nc3c(c2NC(=O)c2cc4ccccc4o2)CS(=O)(=O)C3)cc1 | i | i | i | i | i | i | i | i | i | -9 | i
Cc1cc(NC(=O)CSc2nc(N)c(NC(=O)c3ccccc3)c(=O)[nH]2)no1 | i | i | i | i | i | i | i | i | i | -7 | i
O=C(/C=C/c1ccc(Cl)cc1)NC(=S)NN1CCCCC1c1cccnc1 (centres undefined) | i | i | i | i | . | i | i | i | . | -7 | i
Cc1cc(-c2ccc(Cl)cc2)c2cnn(C(C)C)c2n1 | i | i | i | i | i | i | i | i | i | -10 | i
CCC(C)c1ccc(NS(=O)(=O)c2c(C)[nH]c(=O)[nH]c2=O)cc1 (centres undefined) | i | i | i | i | i | i | i | i | i | -8 | i
O=C(c1ccc2c(=O)n3c(nc2c1)CCCCC3)N1CCN(c2ccccc2)CC1 | i | i | i | i | i | i | i | i | i | -6 | i
CCC(C)(C)NC(=O)Cc1ccc(F)cc1 | i | i | i | i | i | i | i | i | i | 1 | i
CSc1cccc(NC(=O)N2CCc3ccc(NC(=O)c4ccccn4)cc3C2)c1 | i | i | i | i | i | i | 6* | i | -11* | -12 | i
O=C(/C=C/Nc1ccc(F)c(Cl)c1)c1ccccc1 | i | i | i | i | i | i | i | i | i | -3 | i
CCOC(=O)c1cc(OC(=O)c2ccccc2)n(-c2ccccc2)n1 | i | i | i | i | i | i | i | i | i | -14 | i
COC(=O)CN1C(=O)COc2ccc(S(=O)(=O)N3CCOCC3)cc21 | i | i | i | i | i | i | i | i | i | -7 | i
O=C(CSc1nc(-c2ccccc2)c(-c2ccccc2)o1)Nc1nnc(-c2ccccc2)s1 | i | i | i | i | i | i | i | i | i | -11 | i

Later entries
structure | MrgX1 allo act | TMEM16A inh | MrgX1 agonist | KCNK9 inh | TMEM16A act | RGS4 act | KCNQ1 inh | KCNQ1 act | KCNK3 block | hERG rescue | RGS4 inh
O=C(Nc1ccc(N2CCN(C(=O)c3ccco3)CC2)cc1)c1ccc(F)cc1 | i | i | i | i | i | i | i | i | i | -8 | i
Cn1c(N2CCN(S(=O)(=O)c3ccc(F)cc3)CC2)nc2ccccc21 | i | i | i | i | i | i | i | i | i | -6 | i
O=C1CN(C(=O)COc2ccccc2)c2ccccc2N1 | i | i | i | i | i | i | i | i | i | -4 | i
Cn1cccc1-c1cc(C(=O)N/N=C/c2cccc(O)c2)[nH]n1 | i | i | i | i | i | i | i | i | i | -12 | i
COc1ccccc1CCC(=O)Nc1cc(S(=O)(=O)N2CCCCC2)ccc1N1CCN(C)CC1 | i | i | i | i | i | i | i | i | i | -12 | i
O=c1[nH][nH]c(C(F)(F)F)c1C=NCc1cccc(Cl)c1 | i | i | i | i | i | i | i | i | i | -4 | i
